Screens: PubChem, National Center for Advancing Translational Sciences (NCATS)
SMN2 splice enh = qHTS Assay for Enhancers of SMN2 Splice Variant Expression; Potency, µM (top dose mostly 46.1 µM), inactives show at the top dose activity change, positive = activation, usual class: activators; HEK293 SMN2-luciferase splicing reporter, luminescence, 30-36 h; actives 2.8% (n = 210,000); also: % of control where 0% means no effect; nearly all actives have a fitted effect of over 55% in size
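qHTS luciferase splicing reporter: luminescence rises when SMN2 exon 7 is included in transfected HEK293 cells. Compound exposure lasted 30-36 h at 37C, with 4.5 mM final sodium butyrate as control, followed by a ONE-Glo read.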
GAA glycogen mod = qHTS Assay for Inhibitors and Activators of Human alpha-Glucosidase Cleavage of Glycogen. recombinant GAA, glycogen substrate, Amplex Red glucose oxidase fluorescence. Potency, µM (titrated, usually from 76.4 µM), without a hit: top-dose activity change, negative = inhibition, usual class: inhibitors. actives 0.38% (n = 300,000). Lysosomal alpha-glucosidase (Homo sapiens), P10253;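 also: 0% = full enzyme reaction and -100% = no-enzyme basal signal; the screen sought inhibitors and activators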
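qHTS, 1536-well; enzyme 4 nM final; cpd up to 77 uM; substrate bovine liver glycogen 30 ug; 50 mM citrate/phosphate pH 5.0, 0.01% Tween-20; 37 C, 40 min; Amplex Red detection 45 min RT; Hill fit → AC50.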
aGal spleen mod = qHTS Assay for Inhibitors and Activators of Human alpha-Galactosidase From Spleen Homogenate | Alpha-galactosidase A (Homo sapiens), P06280 | human spleen homogenate, 4MU-alpha-Gal fluorescence, 40 min | Potency, µM (series often up to 80 µM), inactives show at the top dose activity change, negative = inhibition, usual class: inhibitors | actives 0.008% (n = 240,000) | AID 2107, 2009;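 also: 0% = enzyme with vehicle and -100% = no enzyme basal signal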
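Fluorogenic readout (Ex 365/Em 440 nm) of 4-methylumbelliferone released from 1 mM 4-MU-alpha-galactoside by spleen homogenate, 40 min at 37C, pH 5.0. Data normalized to no-enzyme and enzyme controls; Hill-equation AC50 from compound titrations.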
GoLoco inh red = qHTS Assay for Inhibitors of RGS12 GoLoco Motif Activity (Red Fluorophore); Gai1:RGS12 GoLoco peptide FP, rhodamine, 10 min; Potency, µM (top dose mostly 61.6 µM), without a hit: top-dose activity, negative = inhibition, usual class: inhibitors; actives 0.44% (n = 230,000); Guanine nucleotide-binding protein G(i) subunit alpha-1 (Homo sapiens), P63096; active = well fitted inhibition curve with a large enough effect, not every such curve was filed as active; inactive = no such curve, though single readings can be large or run the other way; also: % is scaled to controls: 0 for no effect and ±100 for the full control effect; nearly all actives have a fitted effect of over 30% in size; many of its hits are not listed in these tables
Target sequence (P63096 whole entry, looked up): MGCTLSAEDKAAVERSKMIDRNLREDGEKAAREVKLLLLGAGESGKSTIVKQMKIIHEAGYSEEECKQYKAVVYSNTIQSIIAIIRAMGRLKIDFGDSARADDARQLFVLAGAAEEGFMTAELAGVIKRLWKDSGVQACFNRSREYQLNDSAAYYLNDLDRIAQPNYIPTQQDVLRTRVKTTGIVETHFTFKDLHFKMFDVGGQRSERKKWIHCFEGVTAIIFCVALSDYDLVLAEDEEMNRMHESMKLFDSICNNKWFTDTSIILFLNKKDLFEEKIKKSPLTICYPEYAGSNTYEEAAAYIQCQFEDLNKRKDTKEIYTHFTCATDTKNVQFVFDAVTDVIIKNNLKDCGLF
GAA inhib = qHTS Assay for Inhibitors of Human alpha-Glucosidase as a Potential Chaperone Treatment of Pompe Disease; Lysosomal alpha-glucosidase (Homo sapiens), P10253; purified human GAA, 4-MU-alpha-glucoside fluorescence; Potency, µM (series often up to 76.9 µM), inactives show at the top dose activity change, negative = inhibition, hits mostly inhibitors; actives 0.005% (n = 200,000); AID 1466, 2008;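 also: plate controls were uninhibited enzyme wells for no effect and no-enzyme background for full effect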
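Fluorescence at Ex 365/Em 440 nm from 4-methylumbelliferone reported enzyme activity after 20 min at room temperature. Reactions used 4 nM enzyme and 400 uM substrate at pH 5.0; curves fitted with the Hill equation.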
JMJD2E inh = qHTS Assay for Inhibitors of Human Jumonji Domain Containing 2E (JMJD2E); Lysine-specific demethylase 4E (Homo sapiens), B2RXH2; JMJD2E catalytic domain, FDH-coupled NADH fluorescence (FDH is formaldehyde dehydrogenase); Potency, µM (highest dose often 57.1 µM), for the others: at the highest dose activity change, negative = inhibition, usual class: inhibitors; actives 1.6% (n = 230,000); AID 2147, 2009; active = well fitted inhibition curve with a large enough effect, not every such curve was filed as active; inconclusive = small, poorly fitted or top-dose-only effect, or another doubt; inactive = no such curve, though single readings can be large or run the other way;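 also: 0% = wells with enzyme and -100% = buffer wells without enzyme; nearly all actives have a fitted effect of over 50% in size; many of its hits are not listed in these tables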
ALDH1A1 inh = qHTS Assay for Inhibitors of Aldehyde Dehydrogenase 1 (ALDH1A1); Purified ALDH1A1, NADH fluorescence, propionaldehyde substrate; Aldehyde dehydrogenase 1A1 (Homo sapiens), P00352; Potency, µM (doses to about 75.3 µM), for the others: top-dose activity, negative = inhibition, hits mostly inhibitors; actives 7.3% (n = 220,000); active = well fitted inhibition curve with a large enough effect, not every such curve was filed as active; inconclusive = small, poorly fitted or top-dose-only effect, or another doubt; inactive = no such curve, though single readings can be large or run the other way;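 also: plate controls were no enzyme wells and a reference inhibitor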
Target sequence (P00352 whole entry, looked up): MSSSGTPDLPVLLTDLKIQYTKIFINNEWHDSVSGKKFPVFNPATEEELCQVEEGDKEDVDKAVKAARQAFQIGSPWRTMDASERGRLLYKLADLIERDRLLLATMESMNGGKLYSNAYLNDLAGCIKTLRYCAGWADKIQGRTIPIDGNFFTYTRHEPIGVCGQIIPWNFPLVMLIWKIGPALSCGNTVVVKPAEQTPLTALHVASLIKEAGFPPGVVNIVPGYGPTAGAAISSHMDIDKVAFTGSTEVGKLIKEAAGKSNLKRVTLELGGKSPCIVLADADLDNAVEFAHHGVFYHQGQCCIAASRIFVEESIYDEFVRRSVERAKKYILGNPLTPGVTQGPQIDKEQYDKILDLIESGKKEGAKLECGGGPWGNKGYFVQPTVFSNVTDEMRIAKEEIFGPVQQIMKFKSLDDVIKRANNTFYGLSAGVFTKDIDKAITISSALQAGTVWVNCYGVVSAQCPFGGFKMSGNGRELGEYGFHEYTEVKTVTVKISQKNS
aGlu spleen mod = qHTS Assay for Inhibitors and Activators of Human alpha-Glucosidase From Spleen Homogenate; human spleen homogenate, 4-MU-alpha-glucoside fluorescence; Potency, µM (top dose mostly 79.9 µM), inactives show at the highest dose activity change, negative = inhibition, hits mostly inhibitors; actives 0.006% (n = 240,000);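 also: 0% = enzyme with vehicle and -100% = no enzyme basal signal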
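Compounds were titrated against alpha-glucosidase in spleen homogenate at pH 5.0, with 1 mM 4-methylumbelliferyl substrate for 40 min at 37 C. Reactions were quenched with pH 10 NaOH/glycine and fluorescence measured.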
* marks the source's active call; other numbers are inactive results; ? = inconclusive; nt = no result given; & = joins results of further samples; [ ] = another dose, or the depositor's remark. Unless noted, calls follow the shape of the dose curve; as a rule, active = well fitted curve in the direction sought with a large enough effect; inconclusive = small, poorly fitted or top-dose-only effect, or another doubt; inactive = no such curve, though single readings can be large; an effect the other way counts as inactive or inconclusive. Potency is read from the fitted curve at half-maximal effect. A portion of the library; the hit share may differ from the screen's.

Start of the listing, in advance (three entries):
SMILES	SMN2 splice enh	GAA glycogen mod	aGal spleen mod	GoLoco inh red	GAA inhib	JMJD2E inh	ALDH1A1 inh	aGlu spleen mod
O=C(Cc1cccs1)N1CCN=C1SCc1ccccc1Cl	-4%	-8%	7%	4%	-5%	2%	0%	nt
C=CCSc1nc2sc(-c3ccccc3)cc2c(=O)n1N	-3%	11%	0%	8%	0%	?	?	1%
Cc1cc(C)c(S(=O)(=O)ON2C(=O)c3ccccc3C2=O)cc1C	?	8%	1%	-8%	?	?	?	-8%

The list itself, from the first entry:
SMILES	SMN2 splice enh	GAA glycogen mod	aGal spleen mod	GoLoco inh red	GAA inhib	JMJD2E inh	ALDH1A1 inh	aGlu spleen mod
O=C(Cc1cccs1)N1CCN=C1SCc1ccccc1Cl	-4%	-8%	7%	4%	-5%	2%	0%	nt
C=CCSc1nc2sc(-c3ccccc3)cc2c(=O)n1N	-3%	11%	0%	8%	0%	?	?	1%
Cc1cc(C)c(S(=O)(=O)ON2C(=O)c3ccccc3C2=O)cc1C	?	8%	1%	-8%	?	?	?	-8%
CCSc1nnc(NC(=O)c2nc3nc(C)cc(C)n3n2)s1	-3%	4%	7%	-2%	-5%	-4%	2%	4%
Nc1ccc2nc(SCc3ccc([N+](=O)[O-])cc3)sc2c1	-25%	-9%	5%	-9%	-7%	0%	?	-1%
NS(=O)(=O)c1ccc(CNC(=O)CC23CC4CC(CC(C4)C2)C3)cc1	-3%	8%	-11%	0%	5%	-1%	-5%	-11%
COc1c(F)c(F)c(C(=O)Nc2cccc(Cl)c2N2CCOCC2)c(F)c1F	2%	4%	1%	-22%	-5%	?	13%	0%
CCN1CCN(C(=O)c2ccc(-c3nc4ccccc4s3)s2)CC1	11µM*	3%	4%	3%	-2%	?	?	7%
COc1ccc(-n2cc(CNCC3CCOCC3)c(-c3cccc(F)c3)n2)cc1	nt	13%	-3%	8%	?	?	?	-13%
COCCNC(=S)N1CCC(c2nc(-c3ccc(N(C)C)cc3)no2)CC1	-31%[inhibitor]	-10%	-5%	2%	-1%	-3%	?	-1%
Cc1ccc(S(=O)(=O)n2ccc(OC(=O)c3cccs3)n2)cc1	nt	-6%	5%	-1%	nt	-7%	-4%	1%
CC(C)(C)[C@@H]1C=C(C(=O)N2CCN(Cc3ccc4c(c3)OCO4)CC2)O[C@H](OCc2ccc(CO)cc2)C1	nt	0%	6%	3%	nt	-13%	-8%	-1%
CN1CCN(C(=O)c2cnn(-c3ccccc3)c2NC(=O)c2cccs2)CC1	-22%	-15%	5%	0%	1%	1%	?	4%
CCOC(=O)N1CCN(C(=O)c2cnn3c(C(F)(F)F)cc(-c4cccs4)nc23)CC1	-3%	-12%	4%	8%	4%	?	-7%	-14%
Cc1nnc2ccc(N3CCOCC3)nn12	-1%	7%	1%	-2%	5%	-1%	7%	0%
Cc1ccc(CC(=O)N2CCN(C(=O)c3ccco3)CC2)cc1	8%	25%	-2%	6%	-1%	6%	?	-1%
N#CCSc1nc2ccccc2c(=O)n1-c1ccccc1	?	4%	2%	14%	-14%	0%	13µM*	2%
CCN(CC)CCn1c(=N)n(CCO)c2ccccc21	16%	-9%	-11%	0%	-7%	4%	6%	-13%
Cc1ccc(-n2cc(-c3ccccc3)c3c(N4CCN(C)CC4)ncnc32)cc1	-27%	1%	-1%	-2%	-1%	0%	3%	-3%
Cc1cc(N2CCCC2=O)cc(C)c1CN1C(=O)c2ccccc2C1=O	-32%[inhibitor]	11%	9%	-9%	-1%	-3%	6%	2%
Cc1ccc(C2(c3noc(CN(C)CCCN4CCOCC4)n3)CCCC2)cc1	nt	-6%	5%	-1%	-7%	1%	9%	-1%
O=C(NCc1ccco1)c1cc(S(=O)(=O)N2CCOCC2)ccc1Cl	-18%	?	10%	-4%	-3%	0%	?	5%
CCOC(=O)CC(NC(=O)c1ccccc1F)c1ccc(C)cc1 (configuration not stated)	8%	1%	1%	-5%	-1%	-12%	-1%	-7%
O=C(OCc1ccc([N+](=O)[O-])cc1)C1CC(=O)N(c2ccccc2)C1 (configuration not stated)	5%	8%	2%	8%	-20%	-4%	-10%	-3%
CC(C)Cc1nnc(NC(=O)CSc2nc(O)c(-c3ccccc3)c(=O)[nH]2)s1	-31%	4%	-5%	7%	3%	-8%	-6%	4%
O=C(CCCOc1ccccc1)N1CCN(c2ccccn2)CC1	14µM*	4%	1%	4%	-4%	?	?	2%
COc1ccc(CN2CCNC(=O)C2CC(=O)NCc2cnn(C)c2)cc1OC (configuration not stated)	nt	3%	9%	-39%	nt	-22%	-9%	6%
CC1CC[C@@]23CCC4(C)[C@@]5(C)CCC6C(C)(C)C(=O)CC[C@@]6(C)C5C=C[C@@]4(OC2=O)C3C1C (some centres not stated)	6%	nt	13%	-4%	nt	12%	0%	3%
CC1CCCC(C)N1/N=C/c1cc(Br)c(O)c(Br)c1 (configuration not stated)	-34%	0%	-2%	-36%	6%	-3%	?	0%
CCCCc1c(O)nc(SCC(=O)c2ccccc2)n(-c2ccccc2)c1=O	nt	7%	13%	4%	nt	1%	nt	-1%
O=C(CSc1nnc(-c2ccccn2)n1Cc1ccco1)c1ccc(-c2ccccc2)cc1	-13%	7%	-2%	14%	-4%	8%	1%	-8%
C/C(=N\NC(=O)C1(C)CC1(Br)Br)c1ccc(NC(=O)c2ccc(C)o2)cc1 (configuration not stated)	-22%	6%	-18%	10%	-3%	-13%	-3%	-8%
O=C(CCCCCn1c(=O)[nH]c2ccccc2c1=O)NCCCN1CCN(c2ccccc2F)CC1	-71%[inhibitor]	-7%	-6%	-5%	0%	4%	?	-2%
CN1C(=O)NC(c2ccc(O)cc2)C2=C1CN(c1ccccc1)C2=O (configuration not stated)	nt	-9%	-7%	-8%	nt	?	nt	8%
CCOc1ccc(N2C(=O)c3cccnc3C2Nc2ccc(OC)cc2)cc1 (configuration not stated)	-4%	-3%	8%	24%	-3%	-1%	?	3%
COc1ccc(-n2c(=O)c3ccccc3n(CC(=O)NC3CCCC3)c2=O)c(OC)c1	nt	7%	-3%	nt	-6%	-11%	6%	-5%
O=C(COC(=O)CCc1ccccc1)NC(c1ccccc1)c1ccccc1	31%	3%	-4%	-12%	-2%	1%	-16%	-9%
C=CCN1C(=O)CSc2ccc(C(=O)NCCC3=CCCCC3)cc21	-51%	-11%	-7%	4%	-10%	0%	13µM*	3%
CC(C)(C)NC(=O)C(c1ccncc1)N(C(=O)Cn1nnc(-c2ccc(F)cc2)n1)c1cccc(F)c1 (configuration not stated)	nt	22%	0%	13%	?	-2%	0%	-14%
CC(=O)c1nn(-c2cccc(Br)c2)cc1C(=O)c1ccc(Br)cc1	-18%	1%	-3%	-4%	-1%	3%	11%	-4%
CCOC(=O)/C(=C\c1ccc([N+](=O)[O-])cc1)C(=O)c1cc(C(C)=O)c(Nc2ccccc2)s1	-79%[inhibitor]	-3%	3%	4%	-2%	?	7%	-3%
Cc1ccc(CN2C(=O)N/C(=C\c3ccc(-c4ccc(C(=O)O)cc4C)o3)C2=O)cc1	nt	2%	4%	0%	-11%	?	?	1%
O=c1c2cn[nH]c2nc(SCc2ccccc2F)n1-c1ccc(Br)cc1	-3%	-2%	5%	-3%	-2%	1%	?	8%
C/C(=C\C(=O)c1ccc(C)o1)Nc1ccc2c(c1)OCO2	27%	28µM*	2%	15%	3%	-26%	?	-3%
CCS(=O)(=O)c1ccc2oc(SCC(=O)NC(C)C3CC4CCC3C4)nc2c1 (configuration not stated)	-22%	-2%	0%	11%	-8%	11%	-3%	1%
COc1ccc(CCNc2oc(Cc3ccccc3)nc2C#N)cc1OC	0%	-13%	-1%	3%	-5%	8%	?	-4%
CCCSc1nnc2[nH]c(=O)cc(N)n12	5%	3%	6%	6%	1%	4%	5%	0%
CCOc1cc(/C=C2/NC(=O)N(Cc3ccccc3F)C2=O)ccc1O	?	5.6µM*	5%	4%	1%	?	8.9µM*	-17%
CS(=O)(=O)N(CC(=O)Nc1c(F)cccc1F)c1cccc([N+](=O)[O-])c1	nt	3%	-9%	nt	2%	6%	8%	-7%
CS(=O)(=O)Nc1cccc(-c2nccc(NCc3cccs3)n2)c1	nt	nt	-11%	11%	nt	nt	?	-10%
Cc1ccc(N/C=C/C(=O)c2ccc(C)cc2)cc1	nt	20%	-1%	22%	0%	3%	?	-1%
COCC(C)n1c(SCC(=O)c2cc(C)n(C)c2C)nc2ccccc2c1=O (configuration not stated)	-37%[inhibitor]	5%	0%	7%	-6%	-9%	0%	-2%
c1cn2cc(CN3CCOCC3)nc2s1	?	4%	0%	7%	-3%	3%	-2%	-1%
Cc1ccc(C(=O)N/C(=C/c2ccco2)C(=O)NCCCn2ccnc2)cc1	nt	-2%	-6%	22%	1%	7%	-7%	1%
O=C(CCC(=O)OCC(=O)c1cccc([N+](=O)[O-])c1)NC1CCCCC1	nt	-4%	5%	0%	nt	3%	nt	-15%
CCOC(=O)c1ccc(N=c2sc(C(=O)OC)cc(=O)n2-c2ccc(C(=O)OCC)cc2)cc1	-39%[inhibitor]	-5%	5%	2%	-4%	-3%	11%	4%
CC(C)CC1(C(=O)NCCN2CCOCC2)C=CCN1C(=O)c1ccccc1 (configuration not stated)	23%&6%	2%	-3%&0%	1%&3%	1%	12%&6%	7%&7%	-1%&4%
